M. tuberculosis GlmU: inhibition of mycobacterial GlmU enzyme – biochemical, glucosamine-1-phosphate acetyltransferase (AID 1376); hit rate 0.25% among 220,000; inhibition, %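 (tested at 30 µM in the primary screen)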; hits with a dose series show IC50 in µM; M. tuberculosis GlmU acetyltransferase enzyme assay; higher % means a stronger effect; in the data active means inhibition above about 13%; inconclusive means no clear call, values can overlap the other calls;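 further: 0% = complete reaction with vehicle and 100% = reaction without substrate; strong numbers were not always called active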
Mtb RmlCD inh: M. tuberculosis RmlC/RmlD inhibition; hit rate 0.03% among 160,000; P9WH09+P9WH11; RmlC+RmlD coupled enzyme assay, percent inhibition; primary screen in compound mixtures; inhibition, % at 3.6 µM; in the data active means inhibition mostly above about 34%, no sharp cut-off; inconclusive means no clear call, values can overlap the other calls; inactive means mostly below about 22%; further: some results filed as inactive read as strong as hits
Target sequence (P9WH09 whole entry, looked up): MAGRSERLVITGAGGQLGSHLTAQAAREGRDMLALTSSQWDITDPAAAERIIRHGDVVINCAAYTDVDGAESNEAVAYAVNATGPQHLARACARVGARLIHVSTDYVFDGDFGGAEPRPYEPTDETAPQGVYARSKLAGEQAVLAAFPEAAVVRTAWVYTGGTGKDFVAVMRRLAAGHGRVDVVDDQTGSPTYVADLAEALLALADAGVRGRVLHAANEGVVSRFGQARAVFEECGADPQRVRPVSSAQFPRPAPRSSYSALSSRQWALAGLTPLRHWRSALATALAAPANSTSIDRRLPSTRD
Target sequence (P9WH11 whole entry, looked up): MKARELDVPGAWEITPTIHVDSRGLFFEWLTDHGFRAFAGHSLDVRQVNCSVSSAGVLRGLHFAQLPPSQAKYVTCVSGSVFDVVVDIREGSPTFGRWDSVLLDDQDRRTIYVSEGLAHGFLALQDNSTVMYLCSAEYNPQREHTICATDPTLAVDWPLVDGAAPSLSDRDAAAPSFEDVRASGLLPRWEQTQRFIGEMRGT
Starred values were filed as active, the others as inactive; ? = inconclusive; . = no result given. Some of the compounds tested (hit frequency here may not be typical).

SMILES | M. tuberculosis GlmU | Mtb RmlCD inh
O=C(c1ccc2c(c1)OCO2)N1CCNc2ccccc2C1 | 1.5% | -9
O=C(COC(=O)c1ccncc1)Nc1cccc(Cl)c1 | 1.4% | 1
CC1CCC(NC(=O)C2c3ccccc3C(=O)N2Cc2ccc3c(c2)OCO3)CC1 (stereo unspecified) | 8.1% | -6
O=[N+]([O-])c1ccccc1NCc1ccc(Cl)cc1 | 3.9% | 8
Cn1c(SCc2ccccc2Cl)nnc1-c1cnccn1 | -1.1% | -5
Cc1cccc(NC(=S)Nc2cccc(C)n2)n1 | -3.6% | 6
CN1C=CC=C/C1=C1\SC(=S)N(c2ccccc2)C1=O | . | 4
CC1(C)CC(=O)C/C(=N/NC(=O)c2ccc(-c3ccccc3)cc2)C1 | -7.4% | 2
COc1cc(CNCCc2ccc(S(N)(=O)=O)cc2)ccc1OCC(=O)NC(C)(C)C | -4.5% | 23
O=C(COc1ccc(S(=O)(=O)Nc2ccccc2)cc1)NCc1ccncc1 | -3.3% | -5
COc1ccc(C2=CSC3=NCCN23)cc1F | -1.6% | .
O=C(CN1CCN(Cc2ccc(F)cc2)C1=O)NCc1cccs1 | -10% | 7
NNC(=O)c1cc2c(ccc3ccccc32)o1 | -0.4% | -14
COc1cc(C2C3=C(CCCC3=O)Nc3[nH]n(-c4ccccc4)c(=O)c32)ccc1OC(C)=O (stereo unspecified) | 1.2% | 9
CC(C)C12CN3CCN(CC(C3)/C1=N\O)C2 | 0.1% | .
O=C1CC(c2cccc(Cl)c2)Cc2nc(N3CCOCC3)ncc21 (stereo unspecified) | -1.6% | 27
CC(C)c1ccc2c(c1)C1Cc3ccccc3C1N2 (stereo unspecified) | -0.1% | .
Cc1ccc(Cn2nc(C)c(/C=N/NC(=O)c3cccnc3)c2C)cc1 | -8.9% | .
Cn1c(=O)c(=O)n(C)c2cc(S(=O)(=O)NCCOc3ccccc3)ccc21 | 2.0% | -13
O=C(Cn1cnc2sc(-c3ccccc3)cc2c1=O)NCc1ccccc1 | -3.9% | .
COc1ccc(CN2CC(C(=O)NCc3ccc4c(c3)OCO4)CC2=O)cc1 (stereo unspecified) | -3.4% | 6
O=C(Nc1ccccc1)c1ccc(CN2CCC(Cc3ccccc3)CC2)cc1 | -1.8% | .
Nc1cc(=O)[nH]c(SCC(=O)Nc2cccc([N+](=O)[O-])c2)n1 | -0.9% | .
FC(F)Oc1ccc(NC(=S)NNc2ccnc3cc(Cl)ccc23)cc1 | -3.5% | -11
CCOc1cc2[nH]c(=S)n(CCCOC)c(=O)c2cc1OCC | 4.2% | -17
Cc1ccc(NC(=S)N(CCN(C)C)Cc2cc3cc(C)ccc3[nH]c2=O)cc1 | -2.4% | 3
COc1ccc(C(CCN2CCN(c3ccccc3)CC2)c2c(OC)cc(OC)c3c(-c4ccccc4)cc(=O)oc23)cc1 (stereo unspecified) | -2.9% | .
O=C(COC(=O)c1cc2ccccc2cc1O)NC(=O)NCc1ccco1 | -7.6% | 4
CCC(=O)N1CC2(CC(c3cccc(NC(=O)COc4ccc(Cl)cc4)c3)=NO2)C[C@@H]1C(N)=O (stereo partly specified) | -1.1% | .
Clc1ccc(CSc2ccc(-c3ccco3)nn2)cc1 | 4.4% | ?

An excerpt from above in order of number of heavy atoms, rising:
SMILES | M. tuberculosis GlmU | Mtb RmlCD inh
CC(C)C12CN3CCN(CC(C3)/C1=N\O)C2 | 0.1% | .
O=C(COC(=O)c1ccncc1)Nc1cccc(Cl)c1 | 1.4% | 1
Cn1c(SCc2ccccc2Cl)nnc1-c1cnccn1 | -1.1% | -5
Nc1cc(=O)[nH]c(SCC(=O)Nc2cccc([N+](=O)[O-])c2)n1 | -0.9% | .
Cc1ccc(Cn2nc(C)c(/C=N/NC(=O)c3cccnc3)c2C)cc1 | -8.9% | .
O=C(COc1ccc(S(=O)(=O)Nc2ccccc2)cc1)NCc1ccncc1 | -3.3% | -5
CCC(=O)N1CC2(CC(c3cccc(NC(=O)COc4ccc(Cl)cc4)c3)=NO2)C[C@@H]1C(N)=O (stereo partly specified) | -1.1% | .

The results go on:
SMILES | M. tuberculosis GlmU | Mtb RmlCD inh
CCN1C(=O)N[C@@H](c2ccco2)C(C(C)=O)=C1C | -1.9% | .
O=C1CCC(CCC(=O)N2CCCC(C(=O)c3ccc4c5c(cccc35)CC4)C2)=NN1 (stereo unspecified) | -0.1% | -11
CCn1c(=O)cc(SCC(=O)Nc2ccc(Cl)cc2)c2ccccc21 | -0.8% | .
O=C(NCc1cccs1)Nc1cccc(Cl)c1 | 4.2% | .
COCCN=C1Sc2nc3cc(C)c(C)cc3cc2CN1Cc1cccs1 | 5.0% | .
COc1ccc(Cl)cc1N(CC(=O)N1CCC(C)CC1)S(C)(=O)=O | 0.3% | .
CCN(CC)CCn1c(NCc2ccco2)nc2ccccc21 | -4.5% | -11
CCOC(=O)CN(c1ccccc1)S(=O)(=O)c1ccc(F)cc1 | . | -6
S=C(NCc1cccnc1)Nc1ccc(Oc2ccccc2)cc1 | -0.6% | -13
Cc1ccc(Nc2nnns2)cc1C | -1.0% | 8
COc1cc(NS(=O)(=O)c2ccc(NC(=O)NC3CCCCC3)cc2)nc(OC)n1 | 1.4% | .
CCOC(=O)CNNC(=O)Nc1ccc(Cl)c(Cl)c1 | -2.3% | -1
Cc1ccccc1-c1nc(CN2CCC(C(=O)NCc3cccnc3)CC2)c(C)o1 | -0.3% | -4
COc1ccc(S(=O)(=O)N2CCN(C(=O)c3cnc(C)cn3)CC2)cc1 | 1.6% | .
O=c1c([N+](=O)[O-])c(NC2CCCCC2)c2ccccc2n1-c1ccccc1 | -3.4% | .
Fc1ccc(-c2nc(-c3cnccn3)no2)c(Cl)c1 | 1.6% | 8
CCOC(=O)C1=NOC(Cn2cc(C(C)=O)c(=O)[nH]c2=O)C1 (stereo unspecified) | -2.8% | .
O=C(Nc1ccn(Cc2ccccc2F)n1)c1ccc(COc2cccc(Br)c2)cc1 | 3.1% | 15
CCOc1ccc(-c2cc(C(=O)N3CCN(c4ccccn4)CC3)c3ccccc3n2)cc1 | 6.5% | -5
S=C(NCCCN1CCOCC1)Nc1ccc(-c2nc3ccccc3[nH]2)cc1 | 1.9% | 12
CC(C)Oc1ccc(CCC(=O)NNC(=S)Nc2ccccc2)cc1 | 2.8% | 20
C(=N\N1CCN(Cc2cccc3ccccc23)CC1)/c1cccs1 | -2.3% | 9
COc1ccccc1C(=O)N1CCNC(=O)C1CC(=O)Nc1cccc(C)c1 (stereo unspecified) | -4.8% | -8
NS(=O)(=O)c1ccc(NC(=S)N2CCN(c3cccc(Cl)c3)CC2)cc1 | 4.9% | 6
CCOC(=O)c1ccc(CSc2nncn2N)o1 | 2.8% | -6
COc1cccc(CNc2ccc(F)c(Cl)c2)c1 | 2.9% | .
C=CCn1c(=N)n(CC(=O)OCC)c2ccccc21 | . | 4
CN1CCC(N(C)c2nc(-c3ccc([N+](=O)[O-])cc3)nc3ccccc23)CC1 | . | 28
COc1cc(C(=O)N[C@H](C(=O)NC(C)C23CC4CC(CC(C4)C2)C3)C(C)C)cc(OC)c1OC (stereo partly specified) | -3.6% | 5
O=C(NC1CCCCC1)N1CCC(c2nc3ccc(Cl)cc3[nH]2)CC1 | -0.3% | 12

Individual results from the entries so far:
COc1ccc(C(CCN2CCN(c3ccccc3)CC2)c2c(OC)cc(OC)c3c(-c4ccccc4)cc(=O)oc23)cc1 (stereo unspecified) | M. tuberculosis GlmU = -2.9%
CCN(CC)CCn1c(NCc2ccco2)nc2ccccc21 | M. tuberculosis GlmU = -4.5%

Later entries.
SMILES | M. tuberculosis GlmU | Mtb RmlCD inh
O=C(NC(=S)N1CCN(c2ccccn2)CC1)c1ccco1 | -2.6% | -10
O=C(Oc1ccc([N+](=O)[O-])cc1)c1cncc(Br)c1 | -0.2% | .
Cc1cc(Nc2cc(C(=O)O)ccc2C)n2ncnc2n1 | 4.7% | -12
O=C1NC2(CCCCC2)C(=O)N1/N=C/c1ccc(O)cc1O | 6.7% | .
CCC(C)NC(=O)C1CCCN(C(=O)NC2CCCCC2)C1 (stereo unspecified) | 2.7% | 1
c1ccc(-c2nnc(SCC3CCCCO3)nc2-c2ccccc2)cc1 (stereo unspecified) | 8.6% | 7
O=C(COc1ccc2ccccc2c1)Nc1cccc(C(=O)Nc2ccccc2C(=O)O)c1 | 7.8% | .
COc1ccc(NC(=S)N(Cc2ccc(Cl)cc2)Cc2ccc(C(=O)O)cc2)cc1Cl | -1.1% | -3
Cc1ccc(S(=O)(=O)N2CC3CCCN3c3ccc(C(F)(F)F)cc32)cc1 (stereo unspecified) | 1.3% | .
N#Cc1ccc(NC(=O)c2sc3cc(C(F)(F)F)cnc3c2-c2cccs2)cc1 | -2.9% | -8
Cn1c(COc2ccccc2)nnc1SCC(=O)NNC(=O)C1CCCCC1 | 1.1% | 21
O=C(CSc1c2c(nc3cc(Cl)ccc13)CCCC2)NCc1ccco1 | -2.7% | .
COc1ccc(/C=N\NC(=O)c2nn(C)cc2Cl)cc1CN1CCOCC1 | 2.2% | 62
COC(=O)c1cc(OC)c(OC)cc1NC(=O)Nc1ccccc1OC | -4.8% | 1
Nn1cnn(Cc2ccccc2)c1=S | -4.7% | 8
COc1ccccc1OCCN1C(=O)S/C(=C\c2ccco2)C1=O | -0.7% | .
COc1ccc(C(CCNCc2ccccc2F)c2ccc(F)cc2)cc1 (stereo unspecified) | 0.3% | -9
Cc1ccc(SCC(=O)Nc2ccc3c(c2)OCCO3)cc1 | 6.2% | 3
COc1ccc(O)c(C(=O)c2cnc3c(c2)c(=O)[nH]c(=O)n3C)c1 | -6.0% | -3
Cc1cc(=O)[nH]c2ccc(Cl)cc12 | -3.5% | .
CN(C)S(=O)(=O)c1cccc(NC(=O)CNCC2CCCCC2)c1 | 1.9% | 3
CCn1nc(NC(=O)c2ccco2)c2cc3ccc(C)cc3nc21 | -4.4% | 22
C/C=N/NC(=O)CCNC(=O)c1ccccc1 | -1.1% | .
C/C=C/C(=O)OCC(=O)Nc1ccc(SC(F)F)cc1 | 1.5% | -9
O=C(NCCN1CCN(c2ccccc2)CC1)c1ccc2c(c1)[nH]c(=S)n1c3ccccc3nc21 | 2.2% | 2
CCNc1nc(SCc2ccccc2)nc(N2CCOCC2)n1 | 1.8% | 8
COc1ccc(NS(=O)(=O)c2c(C)n(C)c(=O)n(C)c2=O)cc1OC | 0.6% | 1
O=C(Nc1ncnc2sc3c(c12)CCCCC3)c1ccc(F)cc1 | 0.2% | 3
O=C(Cc1ccc(Cl)cc1)Nc1ccccc1Sc1ccccc1 | 3.4% | 1
C/C(=N\NC(=O)CCn1nnc2ccccc21)c1ccco1 | 3.5% | -5

New compounds follow:
SMILES | M. tuberculosis GlmU | Mtb RmlCD inh
O=C(NCC1CCCO1)C(c1ccncc1)N(Cc1cccs1)C(=O)CN1C(=O)c2ccccc2S1(=O)=O (stereo unspecified) | 7.5% | -2
Cc1cc(C)n(-c2nc3ccccc3c(=O)n2OCCOc2ccccc2)n1 | 0.3% | .
CS(=O)(=O)N1CCCC(C(=O)NCCc2ccccc2)C1 (stereo unspecified) | -4.1% | 12
O=C1N/C(=C/c2cccn2-c2ccccc2)C(=O)N1c1cccc(Cl)c1 | 2.1% | .
c1ccc(Cn2c(CN3CCCC3)nc3ccccc32)cc1 | 1.9% | .
O=C(NNS(=O)(=O)c1ccccc1[N+](=O)[O-])c1cccc(Cl)c1 | 5.8% | -6
Cc1nn2c(C(F)(F)F)c3c(nc2c1-c1ccccc1)CCC3 | -4.6% | -7
OC1=C(O)c2nc3ccccc3nc21 | 3.9% | 4
Cc1cc(=O)n(C)c(=O)n1CCCCCCOc1cccc([N+](=O)[O-])c1 | 2.4% | .
OCCC1CN(Cc2ccc(Oc3ncccn3)cc2)CCN1C1CCCC1 (stereo unspecified) | 1.3% | -9
O=C(O)CCCC(=O)Nc1nc(-c2ccc(F)cc2)cs1 | 2.4% | 5
CCc1nnc(NC(=O)C(C)Sc2ccccc2)s1 (stereo unspecified) | -3.7% | 6
CCOC(=O)c1csc(-c2snnc2C)n1 | -1.7% | 9
COc1ccc2nc(C)cc(SCC(=O)NNC(=O)COc3cccc4ccccc34)c2c1 | 0.7% | .
CC(Oc1ccc(-n2cnnn2)cc1)C(=O)O (stereo unspecified) | -0.8% | 1
O=C(Nc1ccc2c(c1)CCC2)C1CCN(c2c3c(nc4ncnn24)CCC3)CC1 | -1.2% | -5
CC(C)(C)c1cc(C(=O)O)c(CN2CCCCC2)o1 | -0.3% | -18
Cc1cccc(/C=N/NC(=O)c2cc3c(s2)-c2ccccc2CC3)c1 | 4.8% | 9
O=C(NCc1ccco1)C1CC(c2c(Cl)cccc2Cl)=NO1 (stereo unspecified) | 0.4% | -10
CCSc1nnc(NC(=O)C2CCN(S(=O)(=O)c3ccccc3C(F)(F)F)CC2)s1 | 2.2% | 5
Cc1ccc(C(=O)NC(=S)Nc2ccc(Oc3ccc(Cl)cc3)cc2)cc1 | 0.8% | -8
CC(=O)c1cccc(NC(=O)N2CCCC(C(=O)c3cc(F)ccc3F)C2)c1 (stereo unspecified) | 5.8% | -7
COc1cc(/C=C/C(=O)OCC(=O)NC(=O)NC23CC4CC(CC(C4)C2)C3)ccc1OCC#N | 2.9% | 0
COCCN1Cc2cccc(C(=O)N3CCN(c4cc(C)ccc4C)CC3)c2C1=O | 4.2% | .
COc1ccc(Cn2ccnc2CO)cc1[N+](=O)[O-] | 4.0% | .
Cc1ccc(CC2S/C(=C(/C#N)C(=O)N3CCOCC3)N(c3ccccc3)C2=O)cc1 (stereo unspecified) | 0.8% | .
CCn1ncc(-c2cc(C(=O)O)no2)c1C | 1.0% | 36
CCOC(=O)C1=NN(c2ccc(C)cc2)C2(S1)SC(C(C)=O)=C(C)N2c1ccccc1 (stereo unspecified) | 2.3% | .
O=C(CCn1cnnn1)Nc1ccc(Cl)c(Cl)c1 | 9.7% | -9

High-throughput results (PubChem)
